High-throughput results: PubChem BioAssay, The Scripps Research Institute Molecular Screening Center
LEDGF integ inh = blocks HIV-1 LEDGF/p75-dependent DNA integration | inhibition, % at 3.7 µM | actives 0.64% (n = 370,000) | TR-FRET IN-LEDGF/p75 DNA integration, Eu/Cy5;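 active = inhibition above the screen-wide mean plus 3 SD, cut at about 13% in these data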;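 also: signal is the Cy5 over europium emission ratio at 671 and 618 nm; 0% = plate median of compound wells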
TCR-CD3 inh = inhibitors of human TCR-CD3 interaction; TAMRA-labeled TCR probe fluorescence, biochemical; inhibition, % at 9.4 µM; actives 0.37% (n = 360,000); AID 651800; in the data active = inhibition above about 19%;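 also: recombinant mutant TCR 2C K166C tagged with TAMRA read by polarization; 0% = receptor in buffer alone and 100% = receptor with positive control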
SIAE primary = inhibitors of human sialic acid acetylesterase SIAE; inhibition, % at 9.66 µM; SIAE FP-Rh probe binding, fluorescence polarization; AID 1053197; actives 0.69% (n = 370,000); Q9HAT2;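 active = inhibition above a cutoff: mean of compounds within the control limits plus 3 SD of those, cut at about 17% in these data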;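 also: 0% = plate median of compound wells and 100% = probe without SIAE protein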
PRMT1 FP inh = PRMT1 (human) inhibition, primary screen. recombinant PRMT1, activity-based probe fluorescence polarization. inhibition, % at 2.79 µM. actives 1.3% (n = 370,000);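 active = inhibition above about 21% made by adding two undisclosed values, limit read from the data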
HTRA1 inh = blocks human HTRA1 serine peptidase; AID 504803; recombinant HTRA1, FP-rhodamine activity-based probe, fluorescence polarization; inhibition, % at 5.96 µM; actives 0.5% (n = 340,000); in the data active = inhibition above about 36%;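 also: 0% = enzyme with DMSO and 100% = wells lacking enzyme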
Target sequence (Q92743 whole entry, looked up): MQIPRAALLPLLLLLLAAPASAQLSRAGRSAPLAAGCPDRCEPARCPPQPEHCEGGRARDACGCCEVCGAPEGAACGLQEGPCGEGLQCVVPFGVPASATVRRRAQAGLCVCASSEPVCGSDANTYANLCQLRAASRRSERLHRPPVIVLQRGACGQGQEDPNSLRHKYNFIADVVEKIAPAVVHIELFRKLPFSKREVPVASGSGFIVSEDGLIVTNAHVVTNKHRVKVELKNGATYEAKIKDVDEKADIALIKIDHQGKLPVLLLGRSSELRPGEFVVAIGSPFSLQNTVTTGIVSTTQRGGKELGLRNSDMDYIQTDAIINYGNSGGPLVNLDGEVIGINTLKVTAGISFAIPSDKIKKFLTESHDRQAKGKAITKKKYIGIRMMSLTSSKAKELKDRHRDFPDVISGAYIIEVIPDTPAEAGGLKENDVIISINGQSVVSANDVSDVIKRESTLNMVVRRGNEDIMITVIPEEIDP
TDP2 absorb = TDP2 (human) inhibition, absorbance primary screen; O95551; recombinant TDP2, T5PNP hydrolysis, p-nitrophenol absorbance 415 nm; inhibition, % at 12.8 µM; actives 0.34% (n = 370,000);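 active = inhibition above the mean of all tested compounds plus 3 SD, set per campaign, cut at about 25% in these data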;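 also: 0% = DMSO with enzyme and 100% = buffer with substrate but no TDP2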
Target sequence (O95551 whole entry, looked up): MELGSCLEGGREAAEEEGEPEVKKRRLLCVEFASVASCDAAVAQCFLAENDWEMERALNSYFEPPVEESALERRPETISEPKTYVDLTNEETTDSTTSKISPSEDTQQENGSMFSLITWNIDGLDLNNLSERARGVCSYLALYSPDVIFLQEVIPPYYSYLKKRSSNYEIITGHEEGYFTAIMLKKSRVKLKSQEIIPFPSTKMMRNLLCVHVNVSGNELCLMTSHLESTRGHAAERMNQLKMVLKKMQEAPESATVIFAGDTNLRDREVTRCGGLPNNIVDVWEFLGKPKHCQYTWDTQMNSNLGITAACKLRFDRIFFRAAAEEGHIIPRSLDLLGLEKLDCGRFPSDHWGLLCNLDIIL
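Test system: Human TDP2 enzyme | Reagent: 5 mM T5PNP | Compound dosing: 12.8 µM single point, 1% DMSO | Incubation: Enzyme reaction with compound for 2 h at 37 °C | Technique: p-Nitrophenol epi absorbance | Read-out: % inhibition relative to enzyme-containing and enzyme-free wells | Benchmarks: High control without enzyme, low control DMSO plus TDP2 | Replicates: Singlicate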
Tn7 DDE FP = disrupts Tn7 cyclic peptide binding to fibrin D-Dimer-E complex; P02675; FP displacement of FITC-Tn7 peptide from fibrin DD(E); 0% = median of compound wells per plate; inhibition, % at 8.3 µM; actives 0.13% (n = 370,000);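 active = inhibition above the mean of compounds falling within the control limits plus 3 SD of them, cut at about 14% in these data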;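 also: 0% = plate median of compound wells and 100% = 10 µM Aha-Tn7 peptide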
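assay system = human clot-derived fibrin DD(E) complex | quantity = Fibrin-DD(E) at 2 µM final | timing = 10 min preincubation, 3 h with tracer, room temperature | signal = fluorescence polarization | measure = percent inhibition | benchmarks = high control wells with 10 µM unlabelled Aha-Tn7 peptide (full inhibition) | replicates = singlicate testing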
mABHD4 FP = inhibits mouse alpha/beta hydrolase domain 4; Q8VD66; purified mABHD4, FP-Rh probe fluorescence polarization; inhibition, % at 8.92 µM; actives 0.54% (n = 370,000);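 active = inhibition exceeding the mean over every tested compound plus 3 SD, cut at about 30% in these data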;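 also: 0% = plate median of compound wells and 100% = S159A mutant with DMSO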
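Test system: mouse ABHD4 enzyme, wild type. Reagent: FP-Rh fluorescent activity-based probe, added after compound pre-incubation. Timing: pre-incubation 45 min, probe exposure 60 min, at 25 °C. Technique: FP readout, ex 525 nm / em 598 nm. Benchmarks: high control S159A mutant with DMSO, low control median of compound wells.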
UHRF1 MBD2 ctr = human UHRF1 methylated DNA binding inhibitors; actives 0.75% (n = 370,000); inhibition, % at 4.4 µM; Q96T88; UHRF1 binding to methylated oligo, TR-FRET; in the data active = inhibition above about 21%;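 also: UHRF1 SRA domain binding a hemimethylated CpG hairpin DNA probe; 0% = median of test compound wells and 100% = reference inhibitor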
PG9 Ab binder = binds the HIV-1 gp120 antibody PG9; TR-FRET gp120-PG9 antibody binding; inhibition, % at 6.7 µM; actives 0.43% (n = 360,000); AID 624416; in the data active = inhibition above about 8.5%
Active calls of the source: *; . = no result given. Compounds were not picked by outcome (roughly 4.2% active in at least one column).

Molecule	LEDGF integ inh	TCR-CD3 inh	SIAE primary	PRMT1 FP inh	HTRA1 inh	TDP2 absorb	Tn7 DDE FP	mABHD4 FP	UHRF1 MBD2 ctr	PG9 Ab binder
CC(=O)c1ccc(NC(=O)c2onc(C)c2Cl)cc1	6	3	2	-4	8	-1	0	-1	0	-1.6
COc1ccc(C(=O)NCCN2CCCC2)cc1	-3	-3	-5	2	6	-5	-1	6	2	0.5
O=S(=O)(CC1NCCc2ccccc21)NCCc1ccccc1 (stereo not given)	-3	.	2	4	.	1	5	0	1	.
COc1ccc([C@@H]2C(C#N)=C(N)S[C@@H](c3ccccc3)[C@@H]2[N+](=O)[O-])cc1	1	6	-3	0	-27	2	-6	-18	-3	-1.8
COc1ccc(C(O)P(=O)(OC2CCCCC2)c2ccc(N(C)C)cc2)cc1OC (stereo not given)	0	-5	-4	-1	-1	10	1	4	-1	0.9
Cc1ccc(CSc2ccc(S(=O)(=O)N3CCOCC3)cn2)cc1	-2	2	-7	1	2	5	2	2	0	-1.2
CC(C(=O)Nc1ncc2c(n1)CC(C)(C)CC2=O)N1C(=O)c2ccccc2C1=O (stereo not given)	-5	0	-1	13	3	-6	11	-4	-5	-1.6
CCOc1ccc(/C=N/NC(=O)c2cc(-c3ccccc3)nc3ccccc23)cc1O	-1	0	4	-1	-15	8	0	-21	0	-1.9
CCn1c(SC(C)C(=O)N2CCOCC2)nc2sc(C)c(C)c2c1=O (stereo not given)	2	-11	7	-1	-2	2	5	1	-3	1.8
CSCCC(NC(=O)c1cccc(C)c1)C(=O)NNC(=O)c1cccs1 (stereo not given)	2	3	-5	2	2	-7	-3	-5	1	-2.8
COc1ccc(CCNC(=O)CSc2cn(Cc3cccc(C)c3)c3ccccc23)cc1OC	-1	-2	7	-5	-44	-2	-4	1	2	-1.1
Cn1c(=O)c2c(=O)cc(N)[nH]c2n(C)c1=O	-3	-4	-2	2	5	3	7	1	2	-0.9
CN(Cc1ccccc1)C(=O)c1nc2ccccn2c1CNCCn1cccn1	-1	1	8	-3	10	2	4	1	0	-1.8
COC(=O)c1c(C)c2c(C)cc3ccccn3c-2c1C(=O)OC	0	1	8	4	5	1	5	9	-8	-5.0
O=C(Nc1ccc(S(=O)(=O)Nc2ncccn2)cc1)c1cccc(Br)c1	2	0	2	-2	-3	8	-2	2	0	2.1
O=C(C1CCCN(Cc2nc(-c3ccc(Cl)cc3)no2)C1)N1CCOCC1 (stereo not given)	1	9	9	-1	2	1	1	1	-1	1.1
COc1ccc(-c2nn3c(-c4ccccn4)nnc3s2)cc1OC	2	7	-2	-2	11	0	-2	0	-8	-1.6
O=C(C1CCN(c2ncnc3c2sc2cccc(F)c23)CC1)N1CCN(Cc2ccccc2)CC1	4	.	-3	-7	.	-3	-4	-6	-4	.
C=CCOc1ccc2oc(=O)cc(C)c2c1	4	7	-2	0	4	-3	-1	4	-6	-0.7
CC(C)(C)OC(=O)NCCc1ccccc1/C=C/S(=O)(=O)NCc1ccc(F)cc1	-2	.	3	0	.	-9	2	15	4	.

Fetched one by one from the entries so far:
Molecule	LEDGF integ inh	TCR-CD3 inh	SIAE primary	PRMT1 FP inh	HTRA1 inh	TDP2 absorb	Tn7 DDE FP	mABHD4 FP	UHRF1 MBD2 ctr	PG9 Ab binder
CC(C)(C)OC(=O)NCCc1ccccc1/C=C/S(=O)(=O)NCc1ccc(F)cc1	-2	.	3	0	.	-9	2	15	4	.
COc1ccc(-c2nn3c(-c4ccccn4)nnc3s2)cc1OC	2	7	-2	-2	11	0	-2	0	-8	-1.6

Following part:
Molecule	LEDGF integ inh	TCR-CD3 inh	SIAE primary	PRMT1 FP inh	HTRA1 inh	TDP2 absorb	Tn7 DDE FP	mABHD4 FP	UHRF1 MBD2 ctr	PG9 Ab binder
O=C(CCCCCNC(=O)N1CCn2c1nc1ccccc12)N[C@H](C(=O)O)c1ccccc1	-4	14	0	-1	7	-4	-1	1	-1	1.9
CCOC(=O)c1cccc(NC(=O)CSc2nnc(C3CCCCC3)n2C)c1	4	-2	2	3	0	-4	-10	4	0	1.0
O=C(CC1CCCC1)Nc1cccc(Br)c1	-4	0	3	2	-13	6	-4	-6	2	-0.5
Cc1ccc(OCC(O)CNC2CCCC2)cc1C (stereo not given)	-1	3	8	-2	1	11	-7	4	0	-1.0
CC(C)NC[C@H](O)c1ccc(O)c(O)c1	-2	-5	6	1	7	7	5	7	-5	-1.2
CCCOC(=O)c1ccc(Oc2c(-c3ccc(O)cc3O)n[nH]c2C)cc1	-1	4	10	2	11	-1	4	-14	-3	1.0
CC(C)(C)OC(=O)N(CCc1ccccc1)Cc1ccccc1OCc1ccc(NC(=O)C2CCC2)cc1	-4	2	-18	1	-34	0	3	-15	0	-0.1
CC1(C)NC(=O)N(c2ccc([N+](=O)[O-])c(C(F)(F)F)c2)C1=O	3	9	-3	-3	6	5	3	-2	1	-0.9
Cc1ccccc1Cn1c(C)c(C(=O)NCC(C)C)sc1=O	2	0	6	-3	.	-5	-2	2	-1	-0.7
CC(/C=C1\SC(=S)N(NC(=O)c2ccncc2)C1=O)=C\c1ccccc1	-2	0	7	-1	-1	-5	1	-13	-2	-2.2
CC(=O)c1ccc(-n2c(CCC(=O)O)ccc2-c2cccs2)cc1	-2	0	4	63*	10	-5	5	4	-3	-0.7
Cc1ccc(CN(C)C(=O)c2ccc3c(c2)NC(=O)CS3)o1	6	1	10	40*	3	-1	3	5	0	-1.5
CCCCN(CC)CCNC(=O)c1cc2c(=O)n(CC)c3ccccc3c2s1	-1	8	4	-1	-4	-1	3	3	-8	-0.8
Cc1cc(NC(=O)CN2CCC(C)CC2)no1	3	6	4	-4	-3	7	7	10	0	0.6
COCc1nc2c([nH]1)c(=O)n(C)c(=O)n2CC(C)C	1	1	-6	1	2	4	0	0	0	-0.8
Cc1csc(=O)n1CCC(=O)OCC(=O)Nc1ccc(S(N)(=O)=O)cc1	-6	-9	2	4	4	5	-8	5	-1	-1.5
COc1ccccc1CNC(=O)CSC1=NCCS1	1	3	3	20	4	-4	-3	6	10	-0.8
CN1CCN(C(=O)CN(Cc2ccc(Cl)cc2)S(C)(=O)=O)CC1	-1	1	4	-3	1	-4	2	-6	0	-2.4
C[C@@H]1CN([C@H](C)CO)C(=O)CCCn2nncc2CO[C@@H]1CN(C)S(C)(=O)=O	-1	1	5	4	6	-7	11	-10	6	-2.3
CC(C)C(NC(=O)c1ccc2c(c1)OCO2)C(=O)N/N=C\c1ccco1 (stereo not given)	4	-6	4	0	-4	-3	5	4	4	0.6
COc1ccc(S(=O)(=O)Nc2cccc(S(=O)(=O)NC3=NCCC3)c2)cc1[N+](=O)[O-]	2	0	-1	0	5	-3	3	1	-3	-1.2
Cc1nc(SCC(=O)N2CCCC2=O)c2c(C)c(C)sc2n1	3	-3	7	1	-5	-1	2	-14	-1	0.6
COc1ccccc1N1CCN(C2=CC(=O)CCC2)CC1	-2	2	-1	-1	5	-9	5	1	1	0.0
CCN(CC)C(=O)CN(c1cc(Cl)ccc1OC)S(C)(=O)=O	1	1	-9	-2	-2	-1	6	-2	1	-1.4
COc1nc(N2CCOCC2)nc(C)c1[N+](=O)[O-]	2	8	8	-3	-1	-1	-2	3	0	-0.7
O=C(NNc1cccc(Cl)n1)c1c(F)cccc1F	-3	-2	-5	2	0	5	5	6	0	0.1
CC(C)CN(C(=O)COC(=O)CCC(=O)c1ccc(F)cc1)c1c(N)n(Cc2ccccc2)c(=O)[nH]c1=O	5	-4	-4	-3	-5	-9	-3	-9	2	0.2
CC(=O)Nc1ccc(/C(C)=N/NC(=O)C2CC2c2ccccc2)cc1 (stereo not given)	0	3	1	3	-8	-1	2	-5	0	-0.8
CCOC(=O)c1nc(C)n(-c2cc(Cl)ccc2Cl)n1	-2	0	5	-1	-2	-1	9	-1	0	2.3
CCOP(=O)(OCC)/C(C#N)=C/c1cc(OC)ccc1OC	0	8	4	0	4	2	4	6	0	1.1
CCCCSc1nnc([C@H](C)NC(=O)OC(C)(C)C)o1	2	-4	-3	3	1	2	3	-1	5	-2.9
COCCN1C(=O)C(=O)/C(=C(/O)c2cccc(OC)c2)C1c1ccc(C)o1 (stereo not given)	-1	2	6	2	4	3	8	8	-5	0.7
CCN(CC)S(=O)(=O)c1ccc(/C=C/C(=O)OCC(=O)NCc2ccco2)cc1	1	1	12	10	-8	0	-2	8	7	-1.1
CC(=O)c1nnn(-c2ccc(Cl)cc2C#N)c1C	-5	-5	-3	9	4	-15	5	-3	5	0.0
COc1ccc(C2=CC(=O)C[C@H](CN3C(=O)c4ccccc4C3=O)N(C(=O)OC(C)(C)C)O2)cc1	2	-1	-2	-2	-18	-1	-2	1	3	-2.2
Cc1ccc(C(=O)N2CCN(c3ccc(NC(=O)c4cccs4)cc3)CC2)cc1	2	-2	7	0	0	-8	3	3	2	-2.8
O=C(CCn1ccc2cc(S(=O)(=O)N3CCCC3)ccc21)NCc1cccc(F)c1	-2	3	9	-2	-3	8	-2	-3	-3	0.0
CCCCCC1=CCC/C1=N\NC(=O)c1ccc2c(c1)OCO2	0	1	5	1	-1	7	-6	7	-1	-0.5
O=C(COC(=O)/C=C/c1ccc(Cl)c(Cl)c1)NC1CC1	0	-9	0	6	-5	8	1	-11	14	0.4
O=C(Cc1cccs1)N1CCN(S(=O)(=O)c2cccc([N+](=O)[O-])c2)CC1	3	7	5	-1	8	-3	-14	2	-1	0.6
COc1ccc(N(CC(=O)NC2CCCCC2C)S(=O)(=O)c2c(C)nn(C)c2C)cc1 (stereo not given)	-1	5	-1	5	-3	6	-2	7	1	3.7
CSCCCNC(=S)N1CCN(S(=O)(=O)c2cccc(C(F)(F)F)c2)CC1	-2	-3	12	-2	-6	-3	0	-3	-2	1.8
CCCS(=O)(=O)NC(=O)C1(C)CCCN(C(=O)c2cccc3ccccc23)C1 (stereo not given)	-1	-1	-7	3	.	2	1	3	-2	1.4
CC(C)Nc1ncnc2ccc(Br)cc12	-2	-3	2	1	0	2	-1	-1	-1	-1.1
COc1cc(C(=O)NNC(=O)c2n[nH]c3ccccc23)cc(OC)c1OC	-1	-5	10	-2	5	14	-4	7	1	-1.4
Cc1nc2ccc(C(=O)N3CCCC(CO)(Cc4ccc(F)cc4F)C3)cc2nc1C (stereo not given)	0	3	3	1	-3	8	2	-1	1	-1.2
